Bioassay records deposited in PubChem BioAssay by several laboratories.
LMPTP inh – LMPTP (human) inhibition | P24666 | recombinant LMPTP-A, OMFP fluorogenic substrate, fluorescence intensity | inhibition, % at 20 µM | 360,000 compounds, 0.22% hits;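 active means compounds that cut the enzyme signal by at least half of the control window in the single-dose screen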;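 further: plate controls were DMSO wells with enzyme plus substrate for no effect and substrate without enzyme for full effect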
Target sequence (P24666 whole entry, looked up): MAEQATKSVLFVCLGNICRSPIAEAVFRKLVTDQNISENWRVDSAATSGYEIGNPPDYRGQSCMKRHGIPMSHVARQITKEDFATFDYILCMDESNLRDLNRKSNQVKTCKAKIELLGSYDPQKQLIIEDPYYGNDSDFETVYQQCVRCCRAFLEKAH
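Test system: LMPTP-A phosphatase enzyme. Amount: LMPTP-A at 0.625 nM final in the reaction. Reagent: OMFP substrate, 400 µM final. Times: 50 min at room temperature. Signal: endpoint fluorescence intensity from OMFP dephosphorylation. Read-out basis: % inhibition. Benchmarks: no-enzyme and uninhibited controls.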
Rin1-Abl PPI inh – human Rin1-Abl interaction inhibition. TR-FRET Rin1/Abl binding, biochemical. 360,000 compounds, 0.4% hits. inhibition, % at 7.35 µM; in the data active means inhibition above about 5%, passing the limit was not always enough
Rpn11 inh – Rpn11 (human) deubiquitinase inhibition; human 26S proteasome, Ub4-pepOG fluorescence polarization; 20S core pre-blocked with epoxomicin; 360,000 compounds, 0.59% hits; O00487; calls only at 20 µM;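 active means inhibition at 20 µM, scaled to each plate's controls, above about 33%, limit read from the data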
Target sequence (O00487 whole entry, looked up): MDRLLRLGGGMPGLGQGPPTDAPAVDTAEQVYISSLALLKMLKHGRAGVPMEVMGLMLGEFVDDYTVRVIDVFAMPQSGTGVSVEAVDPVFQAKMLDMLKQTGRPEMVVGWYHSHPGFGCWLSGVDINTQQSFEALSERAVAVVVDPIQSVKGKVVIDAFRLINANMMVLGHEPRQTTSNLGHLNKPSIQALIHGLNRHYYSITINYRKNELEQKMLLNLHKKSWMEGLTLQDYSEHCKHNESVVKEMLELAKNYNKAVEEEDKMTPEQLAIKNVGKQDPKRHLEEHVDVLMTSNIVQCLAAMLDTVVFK
Scp1 inh – inhibitors of human Scp-1 phosphatase; Q9GZU7; Recombinant Scp1, phosphopeptide, malachite green phosphate absorbance; inhibition, % at 20 µM; 340,000 compounds, 0.88% hits; AID 493091;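 active means inhibition above about 50% at 20 µM, limit read from the data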;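 further: plate controls were DMSO wells with enzyme for no effect and wells lacking enzyme for full effect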
Target sequence (Q9GZU7 76-261 limits assumed): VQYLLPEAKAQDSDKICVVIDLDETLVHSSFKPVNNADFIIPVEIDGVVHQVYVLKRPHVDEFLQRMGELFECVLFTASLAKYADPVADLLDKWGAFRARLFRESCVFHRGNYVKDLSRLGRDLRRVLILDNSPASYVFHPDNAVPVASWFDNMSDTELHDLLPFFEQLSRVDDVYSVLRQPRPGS
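Material – SCP-1 phosphatase catalytic domain, residues 76-261 · Buffer or medium – Acidic Tris acetate buffer with magnesium and detergent · Also added – Phospho 17-mer peptide substrate · Compound – single 20 µM dose, 1% DMSO · Times – 45 min room-temperature reaction, 5 min colour, 30 min stabiliser · Technique – Phosphate-binding colour reagent, absorbance read at 630 nm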
STEP block – blocks human striatal-enriched tyrosine phosphatase; recombinant STEP, OMFP fluorogenic substrate, fluorescence; AID 588621; P54829; inhibition, % at 20 µM; 360,000 compounds, 0.25% hits;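 active means inhibition at 20 µM, scaled per plate between control wells, above about 37%, limit read from the data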;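 further: 0% = DMSO with enzyme and substrate and 100% = substrate only without enzyme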
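Material: STEP (striatal-enriched tyrosine phosphatase) enzyme, cell-free | Medium: 50 mM Bis-Tris pH 6.0 with 2.5 mM DTT and 0.005% Tween 20 | Read-out: Percent inhibition scaled to no-enzyme and uninhibited-enzyme controls, plate-pattern corrected | Signal: Fluorescence read at 480 nm ex / 540 nm em | Times: 20 min reaction, room temperature, in the dark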
SUMO1-SIM PPI – SUMO1-SIM interaction modulation; inhibition, % at 20 µM; P63165; SUMO1 binding to a labelled peptide, TR-FRET, 1 h; 360,000 compounds, 0.33% hits; in the data active means inhibition above about 37%
CSN inh – inhibitors of human CSN-mediated cullin deneddylation; Q92905; Purified CSN, SCF-Nedd8-OG deneddylation, fluorescence polarization; inhibition, % at 12.5 µM; 360,000 compounds, 0.38% hits; AID 651999;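 active means pattern-corrected inhibition above about 35%, with an unprinted fluorescence ratio check between 0.5 and 1.5, limit read from the data, passing the limit was not always enough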;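 further: 0% = enzyme with substrate and 100% = substrate without enzyme; some results filed as inactive read as strong as hits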
Target sequence (Q92905 whole entry, looked up, one chain of several): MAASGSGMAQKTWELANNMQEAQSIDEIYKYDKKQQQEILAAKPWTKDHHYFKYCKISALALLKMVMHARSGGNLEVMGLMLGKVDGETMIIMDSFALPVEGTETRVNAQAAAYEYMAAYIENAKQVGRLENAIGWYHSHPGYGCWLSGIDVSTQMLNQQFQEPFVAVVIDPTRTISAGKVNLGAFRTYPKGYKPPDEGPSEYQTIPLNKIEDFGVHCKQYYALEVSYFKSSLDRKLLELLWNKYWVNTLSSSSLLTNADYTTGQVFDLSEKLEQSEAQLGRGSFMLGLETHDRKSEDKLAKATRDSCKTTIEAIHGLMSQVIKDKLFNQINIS
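Test system: Human Csn5 produced in HEK293T cells | Compound: 12.5 µM single point | Times: 90 min, room temperature | Signal: Fluorescence polarization readout | Read-out basis: % inhibition of substrate cleavage by Csn5 | Controls: no-enzyme wells high, enzyme-with-substrate wells low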
DNMT1 inh – blocks human DNA methyltransferase DNMT1; DNMT1 molecular beacon, Hinp1I cleavage, fluorescence; inhibition (reported as % activation of signal), % at 10 µM; 360,000 compounds, 0.83% hits; AID 588458; in the data active means inhibition above about 50%
Neddyl block – blocks human cullin neddylation; P61081+Q13564; TR-FRET cullin neddylation, biochemical; calls only at 25 µM; 360,000 compounds, 0.58% hits; in the data active means inhibition above about 36%
NadD block – NadD (S. aureus) enzyme inhibition | purified NadD enzyme, colorimetric absorbance read-out | inhibition, % at 20 µM | 360,000 compounds, 0.78% hits; in the data active means inhibition above about 26%; further: some compounds past the cut are filed as inactive
* = called active by the depositor; i = inactive; nt = not tested or not shown; + = active, no number.

Start of the data: the first 4 compounds (preview)
SMILES	LMPTP inh	Rin1-Abl PPI inh	Rpn11 inh	Scp1 inh	STEP block	SUMO1-SIM PPI	CSN inh	DNMT1 inh	Neddyl block	NadD block
O=C1CC(c2ccc(F)c(Br)c2)C2=C(CCCC2=O)N1 (centres undefined)	-2.4	1	i	-4	1	1	2	0	i	-5
NNC(=O)c1sccc1OCc1ccc(F)cc1	0.0	5	i	-1	-1	2	1	-2	i	0
Cc1[nH]n(-c2ccccc2)c(=O)c1C(=O)c1ccc(Cl)cc1	-0.6	-5	i	-5	2	7	1	-4	i	-2
Cc1ccc2c(c1)C(O)(C1COC(C)(C)CC1=O)C(=O)N2C (centres undefined)	-0.5	-5	i	3	-2	-27	2	-4	i	-1

Main list (from the top)
SMILES	LMPTP inh	Rin1-Abl PPI inh	Rpn11 inh	Scp1 inh	STEP block	SUMO1-SIM PPI	CSN inh	DNMT1 inh	Neddyl block	NadD block
O=C1CC(c2ccc(F)c(Br)c2)C2=C(CCCC2=O)N1 (centres undefined)	-2.4	1	i	-4	1	1	2	0	i	-5
NNC(=O)c1sccc1OCc1ccc(F)cc1	0.0	5	i	-1	-1	2	1	-2	i	0
Cc1[nH]n(-c2ccccc2)c(=O)c1C(=O)c1ccc(Cl)cc1	-0.6	-5	i	-5	2	7	1	-4	i	-2
Cc1ccc2c(c1)C(O)(C1COC(C)(C)CC1=O)C(=O)N2C (centres undefined)	-0.5	-5	i	3	-2	-27	2	-4	i	-1
COc1cc(NC(=O)COC(=O)c2ccccc2SCC(=O)N2CCCC2)cc(OC)c1	0.0	1	i	-8	1	-1	-2	-4	i	0
Cc1ccc(S(=O)(=O)NCCCCCC(=O)NC(C)(C)CO)cc1	-1.8	-2	i	-3	0	2	1	0	i	-4
CC(C)(C)NS(=O)(=O)c1ccc(CCC(=O)N2CCCC2)cc1	0.2	2	i	0	5	1	-5	3	i	0
Cc1ccc(C(=O)O)cc1Nc1ncnc2sc3c(c12)CCC3	-0.1	-2	i	6	6	4	-3	7	i	-3
CCN1CCN(c2oc(-c3ccccc3C)nc2S(=O)(=O)c2ccccc2)CC1	-0.7	-2	i	7	2	-5	-1	2	i	-9
COc1ccccc1-c1cnc(C(O)c2ccccc2)[nH]1 (centres undefined)	0.2	-1	i	nt	0	-3	-1	0	i	5
O=C(N[C@@H](Cc1ccccc1)C(=O)NC1CCCCC1)c1ccco1	-1.6	4	i	-18	0	0	1	1	i	3
CCOc1ccc(S(=O)(=O)Nc2cccc(C(=O)NCC(c3ccco3)N3CCCC3)c2)cc1 (centres undefined)	0.1	0	i	-9	-3	-1	-2	-2	i	-3
COC(=O)/C=C/c1sc2nc(C)cc(C)c2c1N=CN(C)C	4.4	3	i	-6	-1	-6	-9	3	i	-1
Cc1ccccc1S(=O)(=O)N1CC(C(=O)O)=CC[C@H]1c1ccc(Cl)cc1	-2.3	4	i	2	-1	5	-1	1	i	-7
CCN1CCN(S(=O)(=O)c2ccc(Cl)c(C(=O)Nc3cc(Cl)ccc3N3CCOCC3)c2)CC1	-3.2	4	i	0	-2	-2	6	-1	i	0
CCOC(=O)c1sc(Nc2nc3c(OC)cccc3s2)nc1C	1.7	-1	i	nt	1	2	0	-8	i	-2
Cc1ccc(C(=O)N2c3ccccc3N(Cc3ccccc3)C(=O)C2(C)C)cc1	2.7	-1	i	-2	2	-2	2	4	i	-2
O=c1c2sc(-c3ccccc3)cc2nc2n1CCC2	-1.9	-4	i	-7	-1	-18	3	0	i	1
N=c1sccn1CC(=O)Nc1cccc(S(N)(=O)=O)c1	0.4	-3	i	2	0	1	2	-4	i	0
Cc1nn(-c2ccc(F)cc2)c2sc(C(=O)N3CCCCCC3)cc12	4.9	-2	i	-18	1	0	0	-1	i	-7
CCCSC1=C(C#N)C2(CCCCC2)C(C#N)=C(N)N1	2.1	0	i	1	-2	-3	5	-10	i	-6
O=C(CC[C@H]1O[C@@H](n2cnc3c(NC(=O)c4ccccc4)ncnc32)[C@H](O)[C@@H]1O)NCC1CCCCC1	-1.0	2	i	nt	0	-2	3	0	i	0
CCOC(=O)c1ccccc1Nc1cc(C)nc2nc(C)nn12	-1.0	-3	i	-4	0	4	-3	7	i	0
CC(=O)c1ccc(OCCCC(=O)NC2=NCCS2)cc1	0.0	1	i	-7	0	-1	-4	5	i	-2
O=C(Cc1cccs1)N1CCN=C1SCc1ccccc1F	-1.0	-1	i	2	-4	-1	-6	2	i	-2
Cc1ccccc1NC(=O)NC1CCCc2ccccc21 (centres undefined)	-0.4	-3	i	-6	-1	5	0	-1	i	0
COc1ccc(CN2CCNC(=O)C2CC(=O)NC2CCCCCC2)cc1C (centres undefined)	-1.2	1	i	-7	2	0	-1	-5	i	-7
CCCn1c(SCC(=O)Nc2nc3c(s2)CCCC3)nc2c1c(=O)n(C)c(=O)n2C	-0.1	-1	i	-11	2	1	3	4	i	0
Clc1ccccc1CONc1ncnc2nonc12	-1.0	4	i	1	3	-15	1	2	i	-2
C#CCOC(=O)C[N+](C)(C)CC=C	-4.5	2	i	-4	0	-11	-4	-7	i	-6
COC(=O)[C@@]1(C(C)C)N=C(c2cc(OC)c(OC)c(OC)c2)[C@]2(O1)C(=O)N(Cc1ccc(OC)cc1)c1ccc(Br)cc12	5.0	nt	nt	nt	nt	-3	2	nt	i	2
Fc1ccc(-c2csc3ncnc(N4CCN(c5ccccc5)CC4)c23)cc1	3.2	-4	i	4	2	-14	9	0	i	18
COc1ccc(S(=O)(=O)N2CCC(C(=O)Nc3nnc(C)s3)CC2)cc1OC	-1.1	5	i	-1	1	6	2	5	i	6
O=C(c1cc2c(s1)CCCC2)N1CCN(S(=O)(=O)c2ccccc2C(F)(F)F)CC1	3.9	-4	i	-11	2	3	-3	-6	i	-6
Cc1cc(NC(=O)CSc2nnc(-c3ccc(Br)o3)n2Cc2ccccc2)no1	1.0	-2	i	1	-5	-3	-2	0	i	-3
COc1ccc(C(=O)OCC(=O)NCC2CCCCC2)cc1F	0.5	0	i	13	-2	1	-1	1	i	-2
CC(C)CC(N)c1csc(NC(=O)C(c2ccccc2)c2ccccc2)n1 (centres undefined)	0.2	-2	i	nt	-4	-20	1	5	i	0
CN1C(=O)c2ccccc2CC12c1ccccc1C(=O)N2C (centres undefined)	-1.9	-3	i	nt	2	8	0	0	i	-2
COc1ccccc1Cc1c(-c2cccc(Br)c2)nc2ccc(Cl)cn12	0.0	2	+	nt	-4	4	15	24	i	-1
Clc1cccc(-c2ccc(/C=N/n3cnnc3)o2)c1Cl	1.5	-4	i	-2	2	-9	8	-2	i	-2
COc1ccccc1CNC(=O)[C@H](C)NC(=O)[C@@H]1Cc2ccccc2CN1	0.4	0	i	-6	3	3	3	-1	i	-4
O=C(CC12CC3CC(CC(C3)C1)C2)NCC(=O)N1CCc2ccccc2C1	1.2	-3	i	-5	-5	-5	-1	2	i	7
COc1cccc(NC(=O)CN(C)C(=O)C(C)Sc2ccccc2)c1 (centres undefined)	-1.6	1	i	-1	0	5	-6	-2	i	-3
C=CCNc1scc(-c2ccccc2)[n+]1CC=C	-1.3	3	i	-3	-4	3	9	-1	i	-3
C#CCOCCOCCOCCNc1nc(N2CCN(C(=O)[C@H]([C@@H](C)CC)n3cc([C@@H](N)CC(C)C)nn3)CC2)nc(N2CCN(C(=O)[C@H](Cc3ccc(O)cc3)n3cc([C@@H](N)C(C)CC)nn3)CC2)n1 (some centres undefined)	-0.9	3	i	4	-3	-31	-4	-4	i	9
Cc1ccnc(NC(=O)CCC(=O)N(CC(=O)NCc2ccccc2)Cc2ccc(F)cc2)c1	-1.2	0	i	-3	-2	9	1	13	i	-3
c1ccc2c(C[C@@H]3CNCCN3CC3CCCCC3)cccc2c1	0.0	3	i	16	1	-23	5	1	i	-4
O=C(NCCc1ccccc1)C1CCCN(c2cnccn2)C1 (centres undefined)	-0.5	3	i	-4	-2	0	1	2	i	-6
COc1ccc(CCNC(=O)CCCn2c(SCC#N)nc3ccccc3c2=O)cc1OC	-0.5	3	i	-2	5	0	-3	-1	i	5
c1ccc(-c2ncc3c(ccc4ccccc43)n2)cc1	-1.8	3	i	-11	3	3	5	-8	i	-3
C/C(=N/N1CCN(c2ccccn2)CC1)c1ccc([N+](=O)[O-])cc1	-4.2	-5	i	-6	-2	-29	-5	2	i	-1
CCOc1ccccc1CNS(=O)(=O)c1cc(-c2cc(C)no2)ccc1OC	0.3	6	i	-8	1	3	1	0	i	-10
O=C(Nc1ccc(F)cc1F)c1cccnc1	0.9	-1	i	-9	-3	-2	4	5	i	-7
Cc1cccc(C(CC(=O)N2CCCCC2)c2ccccc2)c1O (centres undefined)	-0.6	-3	i	-3	-2	2	-2	2	i	-2
CCCCNC(=O)CSc1nc2ccccc2c(=O)n1CCNC(C)=O	-0.9	1	i	-7	-1	2	-5	7	i	5
CCN(CC)c1nc(-c2ccccc2)ncc1S(=O)(=O)c1ccc(C)cc1	3.9	-1	i	2	5	2	1	0	i	6
C1CCCC(N2CCNCC2)CC1	-4.5	3	i	-1	-1	-4	-4	-4	i	1
COc1ccc(C(=O)N2CCC(n3c(C)nc4cc(F)ccc43)CC2)cc1OC	2.2	1	i	3	1	-3	2	-1	i	10
CCOc1ccc(N(CC(=O)N2CCN(C(=O)CN(c3ccc(OCC)cc3)S(C)(=O)=O)CC2)S(C)(=O)=O)cc1	-0.7	-4	i	-5	-1	0	2	0	i	2
COc1ccc(Br)cc1C=NNS(=O)(=O)c1ccc(C)cc1	1.5	0	i	nt	-4	-5	3	-3	i	-9

Continued:
SMILES	LMPTP inh	Rin1-Abl PPI inh	Rpn11 inh	Scp1 inh	STEP block	SUMO1-SIM PPI	CSN inh	DNMT1 inh	Neddyl block	NadD block
CCN(CC(=O)Nc1c(F)cccc1F)C(=O)c1ccc(=O)[nH]c1	-1.4	1	i	-2	2	1	-2	1	i	-3
O=C(CNC(=O)c1cc2ccccc2o1)NCc1cccs1	-1.9	4	i	-9	-1	-2	2	1	i	1
COc1ccc(C(C(=O)NCC2CCCO2)N(C(=O)CNC(=O)c2ccco2)c2cc(C)cc(C)c2)cc1OC (centres undefined)	-0.6	6	i	-3	0	0	0	-1	i	-1
O=C(CSc1ccc(-c2ccco2)nn1)NC1CCCCC1	5.0	-2	i	33	4	1	8	38	i	3
CCOc1ccc(OCC)c(-c2c(=O)n(OCc3ccccc3C(=O)OC)c3ccccc3[n+]2[O-])c1	1.4	-1	i	-15	-2	-8	0	-8	i	-4
COc1ccc(NS(=O)(=O)c2cccc(C(=O)NCC(c3ccc(OC)cc3)N3CCOCC3)c2)cc1 (centres undefined)	0.1	-5	i	-7	0	-9	1	-1	i	0
